KCNH2 WT inh: blocks the wildtype human KCNH2 potassium channel | U2OS, BacMam KCNH2, thallium flux FluxOr; stronger effect = lower value | activity change, % at 1.84 µM | actives 0.37% (n = 340,000);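 active means maximum activity change below -70%; inconclusive means maximum activity change between -70% and -50%; inactive means maximum activity change above -50%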
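U2OS cells transduced with wild-type KCNH2 virus are loaded with FluxOr dye for 45 min, and thallium flux is measured in kinetic reads before and after stimulation buffer. Rate constants are normalized to DMSO controls.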
Eya2 inh: inhibitors of human Eya2 phosphatase activity; recombinant Eya2, OMFP fluorescence dephosphorylation (OMFP is methylfluorescein phosphate); O00167; Potency, µM (top dose mostly 76.9 µM), for inactives: at the top dose activity, negative = inhibition, usual class: inhibitors; actives 0.006% (n = 330,000); further: potency means the concentration at half of the fitted maximal effect
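Eya2 protein (added as 0.2 uM solution) was preincubated with compound for 10 min at ambient temperature in 50 mM HEPES pH 7.5, 50 mM NaCl, 5 uM MgCl2, 0.05% BSA, 1 mM DTT. OMFP (added at 50 uM) then reacted 10 min; fluorescence read at 485/525 nm.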
USP2a block: inhibitors of human ubiquitin-specific protease USP2a; O75604; USP2 core, Ub-CHOP2 coupled fluorogenic reporter, 485/531; Potency, µM (highest dose often 38.3 µM), for the others: at the top dose activity change, negative = inhibition, actives largely listed as inhibitors; actives 0.01% (n = 330,000); AID 463254;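 further: potency means the concentration at half of the fitted maximal effect; plate controls were DMSO wells for no effect and full inhibition by NEM control for full effect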
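USP2 core (10nM final) preincubated 30min RT with compound in 20mM Tris-HCl pH 8.0, 2mM CaCl2, 2mM beta-mercaptoethanol, 0.05% CHAPS; 25nM Ub-CHOP2 plus 25nM reporter substrate added, fluorescence (Ex485/Em531) read after 60min.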
PKM2 activator: increases activity of human pyruvate kinase M2; purified PKM2, Kinase-Glo ATP luminescence, activation; response scale: 0% is enzyme alone, no compound; P14618; AID 1631; Potency, µM (titrated, usually from 57.5 µM), for the others: at the highest dose activation, usual class: activators; actives 0.34% (n = 260,000); further: potency means the concentration at half of the fitted maximal effect; nearly all actives have a fitted effect of over 55% in size
Target sequence (P14618 whole entry, looked up): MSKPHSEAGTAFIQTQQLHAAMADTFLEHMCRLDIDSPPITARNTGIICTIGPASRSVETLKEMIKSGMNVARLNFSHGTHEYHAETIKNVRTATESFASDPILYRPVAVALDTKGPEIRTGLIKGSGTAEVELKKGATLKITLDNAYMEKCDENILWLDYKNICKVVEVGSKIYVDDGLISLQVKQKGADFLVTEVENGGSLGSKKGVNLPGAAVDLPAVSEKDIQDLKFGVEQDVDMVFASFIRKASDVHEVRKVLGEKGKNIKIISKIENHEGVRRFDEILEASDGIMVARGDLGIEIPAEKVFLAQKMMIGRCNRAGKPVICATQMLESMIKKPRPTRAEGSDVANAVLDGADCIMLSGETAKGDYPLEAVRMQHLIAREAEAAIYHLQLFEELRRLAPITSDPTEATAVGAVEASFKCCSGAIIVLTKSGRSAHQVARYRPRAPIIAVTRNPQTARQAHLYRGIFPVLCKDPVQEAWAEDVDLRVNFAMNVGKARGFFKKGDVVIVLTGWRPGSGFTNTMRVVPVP
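hPK-M2, >95% pure; 0.1 mM ADP / 0.5 mM PEP final; imidazole pH7.2 buffer w/ 7 mM MgCl2, 50 mM KCl; 1 h RT; Kinase-Glo lum. Intermediate enzyme activity for dual inhibitor/activator qHTS.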
GALK inh: inhibitors of human galactokinase. P51570. Purified GALK, Kinase-Glo residual ATP luminescence. Potency, µM (doses to about 57.5 µM), without a hit: at the top dose activity change, negative = inhibition, usual class: inhibitors. actives 0.007% (n = 270,000). AID 1868; further: potency means the concentration at half of the fitted maximal effect
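GALK at 5 nM final was combined with compound, 35 uM ATP and 100 uM galactose in HEPES pH8.0 with MgCl2 and DTT. The reaction ran one hour at room temperature before luminescent ATP detection.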
uPA generation: blocks generation of uPA at the cell surface. cell surface uPA generation assay, qHTS. Potency, µM (titrated, usually from 38.3 µM), for inactives: at the highest dose activity change, negative = inhibition, usual class: inhibitors. actives 0.31% (n = 330,000); active means well fitted inhibition curve with a large enough effect; inconclusive means small, poorly fitted or top-dose-only effect; inactive means no such curve, though single readings can be large or run the other way; tested in mouse RAW 264.7 cells; further: potency means the concentration at half of the fitted maximal effect; nearly all actives have a fitted effect of over 55% in size
KCNH2 3.1 block: blocks the human KCNH2 3.1 channel isoform; U2OS KCNH2 3.1, thallium flux FluxOr; stronger effect = lower value; activity change, % (tested at about 1.8 µM); actives 0.95% (n = 340,000); AID 720553;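 active means maximum activity change below -70%; inconclusive means maximum activity change from -70% to -50%; inactive means maximum activity change above -50%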;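 further: thallium influx rate constant from kinetic fluorescence after stimulation buffer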
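Virally transduced U2OS (3.1 isoform, 4 h infection in dark at RT) → overnight 37 C → FluxOr + Red40 in HBSS/HEPES, 45 min → stimulation buffer, 2 min kinetic read → rate constant vs DMSO controls.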
Giardia killer: kills Giardia lamblia. activity change, % at 7.66 µM, hits read low. Giardia lamblia trophozoite viability. actives 0.15% (n = 340,000); in the data active means activity change below about -80%; inconclusive means between about -30% and that limit;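 further: parasites exposed to compound for two days anaerobically before the ATP read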
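Trophozoite viability was measured as ATP-dependent luminescence, read 15-30 min after reagent addition. Before that, parasites at 100 cells/well were exposed to compounds for 48 h, anaerobically, at 37 deg C.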
FBPA coupling cs: inhibits coupling enzyme system, counter-screen for aldolase hits; coupling enzyme system counterscreen, AmpLite Red fluorescence; actives 0.67% (n = 290,000); activity change, negative = inhibition, % at 58.2 µM, hits read low; in the data active means activity change below about -30%
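First, compound is pin-transferred into glyceraldehyde-3-phosphate coupling-enzyme reagent at 57.5 uM final and held 10 min at RT. Next, substrate, coupling system and AmpLite Red are added. After 20 min RT, fluorescence (525/598 nm) is read.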
B2AR arrestin: beta2AR (human) beta-arrestin recruitment activity. P07550. beta-arrestin recruitment to beta2AR, cell-based reporter. Potency, µM (titrated, usually from 46.1 µM), for inactives: at the highest dose activation, hits mostly activators. actives 0.02% (n = 330,000). AID 492947;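 further: potency means the concentration at half of the fitted maximal effect; 0% = DMSO controls and full agonism = EC100 isoproterenol or metaproterenol; nearly all actives have a fitted effect of over 65% in size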
Target sequence (P07550 whole entry, looked up): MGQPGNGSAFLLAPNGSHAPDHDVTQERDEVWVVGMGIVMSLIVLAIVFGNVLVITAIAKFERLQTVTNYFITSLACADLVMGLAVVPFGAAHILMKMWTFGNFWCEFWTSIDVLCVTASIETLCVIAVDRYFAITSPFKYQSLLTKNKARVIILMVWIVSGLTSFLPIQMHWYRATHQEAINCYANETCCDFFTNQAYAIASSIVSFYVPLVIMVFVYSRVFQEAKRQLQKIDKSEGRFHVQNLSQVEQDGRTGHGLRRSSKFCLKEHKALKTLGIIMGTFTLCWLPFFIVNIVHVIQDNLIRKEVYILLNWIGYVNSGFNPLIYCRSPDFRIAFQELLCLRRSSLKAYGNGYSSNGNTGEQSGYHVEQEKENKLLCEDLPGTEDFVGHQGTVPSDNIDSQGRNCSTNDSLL
Chronic BCR inh: blocks chronic active B-cell receptor signaling; Potency, µM (titrated, usually from 46.1 µM), for the others: at the highest dose ratio change, negative = lower green/red ratio, usual class: inhibitors; actives 0.05% (n = 340,000); ABC-DLBCL IkBa-CBG/CBR reporter, luminescence ratio, 4 h; active means well fitted inhibition curve with a large enough effect in the signal ratio, with a control signal flat, not every such curve was filed as active; inconclusive means small, poorly fitted or top-dose-only effect, or effect the other way, or a change in a side signal; the % refers to the signal ratio;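 further: potency means the concentration at half of the fitted maximal effect; plate controls were basal doxycycline-induced cells for no effect and cells given 10 µM MG132 for full effect; MG132 reads +100%, hits lower the ratio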
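Cell line TMD8 (human ABC DLBCL), stably expressing tet-inducible CBG68-IkBa fusion and CBR; IMDM/0.5% FBS; cpd up to 46 uM; dox induction, 4 h, 37C/5% CO2; dual luminescence; green/red ratio; MG132 control.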
* hit, by the source's call; i = inactive; ? = inconclusive; . = not tested or not shown; [ ] = remark or other dose. Unless noted, the call rests on the fitted dose curve; in most records, active means well fitted curve in the direction sought with a large enough effect; inconclusive means small, poorly fitted or top-dose-only effect, or another doubt; inactive means no such curve, though single readings can be large; an effect the other way counts as inactive or inconclusive. Unless noted, on the % scale 0 is the no-effect control and ±100 the full control effect. Compounds were not picked by outcome, and some 2.4% of all compounds hit somewhere here.

#1 Cc1sc2nc(CSc3ccccc3)nc(N3CCC(C(N)=O)CC3)c2c1C
#2 COCCN(Cc1ccccc1)C(=O)c1cccc(S(=O)(=O)N2CCN(c3ccc(F)cc3)CC2)c1
#3 O=C(CCSc1nc(-c2ccc3c(c2)OCO3)cc(C(F)(F)F)n1)NCc1ccco1
#4 CNC(=S)NNC(=O)c1oc2nc(-c3ccccc3)cc(-c3ccco3)c2c1N
#5 COc1ccc(OC)c(-c2nnc(SCC(=O)N3CCOCC3)o2)c1
#6 CCOC(=O)[C@@H]1[C@H]2COc3cc(OC)ccc3[C@H]2N2C(=O)N(c3cccc(F)c3)C(=O)[C@]12C
#7 S=C(NCC1CCCO1)Nc1cccc(Cl)c1 (configuration not stated)
#8 COc1ccc(NC(=O)C2c3cc(OC)c(OC)cc3C(=O)N(C)C2c2cccnc2)cc1OC (configuration not stated)
screen / no.	1	2	3	4	5	6	7	8
KCNH2 WT inh	.	-2	31	-6	-9	3	-6	-11
Eya2 inh	-9%	-13%	1%	3%	4%	24%	2%	-23%
USP2a block	-9%	0%	1%	4%	6%	-1%	0%	4%
PKM2 activator	4%	.	0%	28%	2%	.	-1%	2%
GALK inh	4%	.	1%	1%	-2%	.	3%	0%
uPA generation	-6%	-19%	3%	20%	-6%	5%	1%	1%
KCNH2 3.1 block	3	-12	9	14	11	-9	13	-5
Giardia killer	-5	-2	-17	-10	18	2	-1	-10
FBPA coupling cs	1	.	2	-33*	-1	.	2	0
B2AR arrestin	0.5%	0.0%	0.1%	-0.8%	-0.1%	-0.9%	-1.0%	-0.1%
Chronic BCR inh	13%	-15%	?	5%	-2%	0%	1%	-12%

#9 O=C(O)CCC(=O)NNc1ncnc2ccccc12
#10 C=CC[n+]1c(-c2ccc(OCC)cc2)csc1NNC(=O)Nc1ccccc1
#11 COc1cc(C(c2c(C)[nH][nH]c2=O)c2c(C)[nH][nH]c2=O)ccc1OC(C)C
#12 O=C(Cc1cccs1)N1CCN(c2cccc(Cl)c2)CC1
#13 CC1CCN(C(=O)COC(=O)C2CCN(S(=O)(=O)c3ccc4c(c3)OCCO4)CC2)CC1
#14 CCOC(=O)C1=C(c2ccccc2)ON(C)C1c1ccccc1 (configuration not stated)
#15 COc1ccc(N2C(=O)/C(=C/c3ccc([N+](=O)[O-])cc3)N=C2C)cc1
#16 O=C(c1ccccc1)c1ncc[nH]1
screen / no.	9	10	11	12	13	14	15	16
KCNH2 WT inh	i	3	-6	2	3	2	-4	6
Eya2 inh	2%	-28%	-1%	-2%	-10%	2%	10%	7%
USP2a block	0%	-4%	3%	1%	1%	6%	3%	0%
PKM2 activator	-1%	-1%	8%	14%	.	-5%	-1%	.
GALK inh	3%	0%	1%	8%	.	-4%	11%	.
uPA generation	4%	?	-1%	-4%	4%	-1%	-3%	2%
KCNH2 3.1 block	6	5	6	-1	0	5	-12	-6
Giardia killer	-18	5	12	-15	6	4	3	-16
FBPA coupling cs	-1	2	-12	0	.	-2	0	1
B2AR arrestin	-0.3%	-0.1%	-1.0%	0.4%	-0.2%	-0.2%	-0.9%	0.2%
Chronic BCR inh	10%	?	?	-1%	0%	-1%	3%	1%

#17 CCn1cc(C(=O)NCCCN(C)C)c(=O)c2cc(F)c(N3CCN(C)CC3)cc21
#18 CN(C)/C=C\C(=C/C(=O)C(F)(F)F)Nc1ccccc1Oc1ccccc1
#19 Clc1ccc(CSc2snnc2-c2ccccc2)cc1
#20 C=CCc1ccc(OCC(O)CN2CCCCC2C)c(OC)c1 (configuration not stated)
#21 COc1ccc(/C=N/NC(=O)c2cc3c(OC)ccc(OC)c3[nH]2)cc1O
#22 CCOc1cc(C2NC(=O)NC(O)(C(F)(F)F)C2C(=O)c2ccccc2)ccc1OC (configuration not stated)
#23 Cn1cc([N+](=O)[O-])c(C(=O)Nc2ccc(C(=O)N3CCCCC3)cc2)n1
#24 Cc1cc(C)c(S(=O)(=O)N2CCN(C(=O)N3CCCCC3)CC2)c(C)c1
screen / no.	17	18	19	20	21	22	23	24
KCNH2 WT inh	-2	-17	1	40	4	-12	1	-3
Eya2 inh	-11%	-4%	2%	6%[15.4 µM]	-9%	2%	-2%	1%
USP2a block	-1%	-7%	-1%	0%	3%	3%	1%	0%
PKM2 activator	5%	5%	-1%	?	.	6%	-3%	0%[11.5 µM]
GALK inh	0%	1%	-3%	1%	-2%	-1%	4%	9%
uPA generation	6%	-4%	1%	1%	-14%	.	3%	-11%
KCNH2 3.1 block	0	11	-19	6	9	-2	8	-5
Giardia killer	-2	1	-8	9	0	-5	14	14
FBPA coupling cs	-2	-6	-3	1	0	6	3	8
B2AR arrestin	0.4%	2.1%	0.0%	-0.1%	-0.8%	0.3%	4.3%	3.0%
Chronic BCR inh	-2%	?	?	-4%	?	?	-9%	-2%

Complete entries as entered above. Screens in order: KCNH2 WT inh	Eya2 inh	USP2a block	PKM2 activator	GALK inh	uPA generation	KCNH2 3.1 block	Giardia killer	FBPA coupling cs	B2AR arrestin	Chronic BCR inh
COc1ccc(/C=N/NC(=O)c2cc3c(OC)ccc(OC)c3[nH]2)cc1O reads 4	-9%	3%	.	-2%	-14%	9	0	0	-0.8%	?
CCn1cc(C(=O)NCCCN(C)C)c(=O)c2cc(F)c(N3CCN(C)CC3)cc21 reads -2	-11%	-1%	5%	0%	6%	0	-2	-2	0.4%	-2%
Cc1cc(C)c(S(=O)(=O)N2CCN(C(=O)N3CCCCC3)CC2)c(C)c1 reads -3	1%	0%	0%[11.5 µM]	9%	-11%	-5	14	8	3.0%	-2%
Cn1cc([N+](=O)[O-])c(C(=O)Nc2ccc(C(=O)N3CCCCC3)cc2)n1 reads 1	-2%	1%	-3%	4%	3%	8	14	3	4.3%	-9%

(more compounds)
#25 Cn1ncc(C#N)c1NC(=O)c1nn2cccnc2c1Cl
#26 CC(C)CNS(=O)(=O)c1ccc(CCC(=O)N2CCOCC2)cc1
#27 CCC(C)(C(=O)NC1CCCCC1)N(C)C(=O)c1ccccn1 (configuration not stated)
#28 CS(=O)(=O)Nc1ccc(-c2cn3cccnc3n2)cc1
#29 COc1ccc(OC)c(CN2CCN(C(=O)c3cc(S(=O)(=O)Nc4ccccc4OC)ccc3C)CC2)c1
#30 CCOc1ccc(NC(=O)CCC(=O)n2nc(C)cc2C)cc1
#31 CC12CCC(C/C1=N/O)C2(C)C (configuration not stated)
#32 CC(C)CNC(=S)N(Cc1ccco1)Cc1cc2cc3c(cc2[nH]c1=O)OCCO3
screen / no.	25	26	27	28	29	30	31	32
KCNH2 WT inh	4	28	-9	-1	-6	.	-1	1
Eya2 inh	-5%	-17%	-7%	-3%	4%	1%	7%	-8%
USP2a block	2%	-1%	-1%	1%	-2%	-8%	-1%	3%
PKM2 activator	-1%	-3%	-7%	.	-2%	-6%	-5%	21%
GALK inh	6%	1%	4%	-1%	2%	1%	6%	1%
uPA generation	0%	4%	-2%	8%	-9%	.	-2%	-10%
KCNH2 3.1 block	1	-1	5	0	.	.	10	10
Giardia killer	16	-16	-12	-1	19	.	-19	25
FBPA coupling cs	0	1	3	0	.	1	4	1
B2AR arrestin	0.3%	-0.1%	-0.3%	?	0.1%	-0.1%	-0.3%	-1.2%
Chronic BCR inh	-1%	2%	6%	3%	-2%	?	0%	5%

#33 CC(C)(C)N(Cc1ccccc1)C(=O)COC(=O)CN1C(=O)NC2(CCCC2)C1=O
#34 C=CCn1c(COc2ccccc2F)nnc1SCCN1C(=O)c2ccccc2C1=O
#35 FC(F)(F)c1ccc(NCCc2ccccc2)nc1
#36 COc1ccc(C2/C(=C(\O)c3ccc4c(c3)OCCO4)C(=O)C(=O)N2Cc2cccnc2)cc1OC (configuration not stated)
#37 Cc1ccc(/C=N/n2cc(-c3ccccc3)[nH]c2=S)s1
#38 CCOc1ccc(N2C(=O)/C(=C\c3ccc(OC)c(O)c3)S(=O)(=O)C2c2cccc([N+](=O)[O-])c2)cc1 (configuration not stated)
#39 O=S1(=O)N=C(N/N=C/c2ccc(Br)o2)c2ccccc21
screen / no.	33	34	35	36	37	38	39
KCNH2 WT inh	2	2	-4	2	-10	0	-3
Eya2 inh	1%	-4%	-12%	-1%	2%	1%	19%
USP2a block	1%	2%	0%	2%	8%	-1%	2%
PKM2 activator	4%	1%	-3%[11.5 µM]	.	-7%	5%	0%
GALK inh	3%	0%	6%	9%	0%	-1%	1%
uPA generation	2%	1%	5%	5%	8%	.	-2%
KCNH2 3.1 block	3	0	-3	4	-36	3	-4
Giardia killer	-15	-11	11	20	10	-23	-4
FBPA coupling cs	2	0	-4	.	4	-3	0
B2AR arrestin	0.3%	-1.1%	-0.3%	0.1%	?	0.3%	0.3%
Chronic BCR inh	-4%	0%	?	-9%	?	-2%	3%
